GAA glycogen mod: qHTS Assay for Inhibitors and Activators of Human alpha-Glucosidase Cleavage of Glycogen; Lysosomal alpha-glucosidase (Homo sapiens), P10253; recombinant GAA, glycogen substrate, Amplex Red glucose oxidase fluorescence; Potency, µM (highest dose often 76.4 µM), for inactives: at the highest dose activity change, negative = inhibition, actives largely listed as inhibitors; 300,000 tested, 0.38% active; AID 2100, 2009; active = well fitted inhibition curve with a large enough effect; inconclusive = small, poorly fitted or top-dose-only effect, or another doubt; inactive = no such curve, though single readings can be large or run the other way;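 note: 0% = full enzyme reaction and -100% = no-enzyme basal signal; the screen sought inhibitors and activators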
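Recombinant enzyme (4 nM final) with compounds titrated up to 77 uM and bovine liver glycogen (30 ug) in citrate pH 5.0, 0.01% Tween-20, 37 C 40 min. Released glucose detected by Amplex Red/glucose oxidase (Ex 573/Em 610); AC50 from Hill fits.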
* marks the source's active call; other numbers are inactive results; u = inconclusive; [ ] = dose if it differs, or a comment. Potency is the fitted concentration of half-maximal effect. Some of the compounds tested (hit frequency here may not be typical).

The first 6 entries, to show the layout:
SMILES	GAA glycogen mod
CCOc1ccc(S(=O)(=O)N(C)CC(=O)NCc2ccccn2)cc1Cl	-3%[76.3 µM]
COc1ccc(NC(=O)C2CCN(C(=O)[C@@H]3Cc4ccccc4CN3)CC2)cc1	1%[76.3 µM]
CCCc1cc(C(=O)Nc2cc(Cl)ccc2O)no1	-5%[76.3 µM]
Cc1cn2c(=O)cc(COc3ccc(Cl)cc3)nc2s1	2%[76.3 µM]
CCc1cc(=O)oc2cc(C)cc(OCC(=O)N3CCC(C(=O)NC(C)C)(c4ccccc4)CC3)c12	-1%[76.3 µM]
O=C(O)c1ccccc1NC(=O)c1ccccc1Nc1ccccc1	-8%

The listing, from the start:
SMILES	GAA glycogen mod
CCOc1ccc(S(=O)(=O)N(C)CC(=O)NCc2ccccn2)cc1Cl	-3%[76.3 µM]
COc1ccc(NC(=O)C2CCN(C(=O)[C@@H]3Cc4ccccc4CN3)CC2)cc1	1%[76.3 µM]
CCCc1cc(C(=O)Nc2cc(Cl)ccc2O)no1	-5%[76.3 µM]
Cc1cn2c(=O)cc(COc3ccc(Cl)cc3)nc2s1	2%[76.3 µM]
CCc1cc(=O)oc2cc(C)cc(OCC(=O)N3CCC(C(=O)NC(C)C)(c4ccccc4)CC3)c12	-1%[76.3 µM]
O=C(O)c1ccccc1NC(=O)c1ccccc1Nc1ccccc1	-8%
CC(=O)O[C@H]1C(=O)[C@@]2(C)C([C@H](OC(=O)c3ccccc3)[C@]3(O)C[C@H](OC(=O)[C@H](O)[C@@H](NC(=O)c4ccccc4)c4ccccc4)C(C)=C1C3(C)C)[C@]1(OC(C)=O)CO[C@@H]1C[C@H]2O (stereo not given in full)	10%[76.3 µM]
CC(Oc1ccc2c(c1)oc(=O)c1ccccc12)C(=O)NC(Cc1c[nH]c2ccc(O)cc12)C(=O)O (stereo not given)	u
CCC(C)(C)NC(=O)C(c1ccc(OC)cc1)N(Cc1ccccc1)C(=O)CCC(=O)Nc1cc(C)on1 (stereo not given)	-4%
CCn1cc(/C=C(\NC(=O)c2ccccc2Cl)C(=O)NCCN2CCOCC2)c2ccccc21	-6%[76.3 µM]
O=C(NCCc1ccccc1)C(=O)c1c[nH]c2ccccc12	-1%[76.3 µM]
Cc1ccc(Cl)cc1N1CCN(C(=O)C2CCN(Cc3nc(-c4cccc(Cl)c4)oc3C)CC2)CC1	9%[76.3 µM]
COc1ccc(-c2cc(OC(=O)c3cccc(C)c3)c3c(C)oc(C)c3c(=O)c2)cc1	-18%[76.3 µM]
COc1ccc(N2CCN(C(=O)c3ccccc3NS(=O)(=O)c3ccc(C)cc3)CC2)cc1	u
CCCCCc1ccc(-c2cn(CN3C(=O)c4ccccc4C3=O)nn2)cc1	19%[76.3 µM]
Cc1ccc(C(=O)NNC(=O)c2ccncc2)cc1C	0%[76.3 µM]
Cc1c(Cl)cccc1NC(=O)Nc1nnc(N(C)C2CCCCC2)s1	-7%[76.3 µM]
CCc1ccccc1NS(=O)(=O)c1ccc2c(c1)CCN2C(=O)C1CC1	-4%[76.3 µM]
Nc1nnnn1/N=C/c1cccc(Br)c1	3%[76.3 µM]
COc1ccc(NC(=O)CS(=O)(=O)Cc2nc(-c3ccc(C)cc3)oc2C)cc1	-4%[76.3 µM]
O=C(CCc1ccccc1)N1CCN(Cc2ccc(F)cc2Cl)CC1	-6%[76.3 µM]
CCN(CC)CCN(C(=O)c1ccc(S(=O)(=O)N(CC)c2ccccc2)cc1)c1nc2c(OC)ccc(OC)c2s1	4%[76.3 µM]
O=C(CCS(=O)(=O)c1ccccc1)Nc1ncc([N+](=O)[O-])s1	6%
Cc1ccc(OCC(=O)NCCNC(=O)c2cccnc2)cc1C	0%
COc1cccc(NC(=O)Cn2c(=O)n(CCc3ccccc3)c(=O)c3c4c(sc32)CN(C(C)=O)CC4)c1	-8%[76.3 µM]

Next results follow.
SMILES	GAA glycogen mod
COc1ccc(CCN2CCCn3c2nc2c3c(=O)n(CC(C)C)c(=O)n2C)cc1OC	-1%
CC(C)OCCOc1ccc2oc(-c3ccco3)cc(=O)c2c1	-13%[15.3 µM]
Cc1coc2cc3oc(=O)c(CCC(=O)NC4CC4)c(C)c3cc12	5%[76.3 µM]
O=C(Nc1nccs1)c1cccc2ccccc12	8%[76.3 µM]
CCOC(=O)C1(C)C=C(Nc2ccc(OC)cc2)C(=O)N1c1ccccc1 (stereo not given)	-6%[76.3 µM]
C/C(=N\NC(=O)CNC(=O)c1ccccc1F)c1ccco1	7%
Cc1cc(N)ccc1-c1cc2ccccc2oc1=O	-6%[76.3 µM]
O=C(COc1ccc(Cl)cc1)Nc1ccc2c(c1)C(=O)NC2=O	1%[76.3 µM]
COc1ccnc(CN(C)C(=O)C2CCC(=O)N(CCN(C)C)C2)c1 (stereo not given)	-6%[76.3 µM]
Cc1cc(C)cc(N2CC(O)Cn3c2nc2c3c(=O)[nH]c(=O)n2C)c1 (stereo not given)	0%
Cc1ccc(Sc2ncccc2C(=O)NCc2cc([N+](=O)[O-])ccc2O)cc1C	-1%[76.3 µM]
S=C(NCc1ccncc1)Nc1ccc(Br)cc1	-6%[76.3 µM]
Cc1oc2c(C)c3oc(=O)c(CCC(=O)NCCCN4CCOCC4)c(C)c3cc2c1C	-14%[76.3 µM]
CC(C)C[C@H](NC(=O)[C@H](Cc1ccccc1)n1c(=O)[nH]c2ccccc2c1=O)C(=O)N1CCC[C@H]1C(=O)O	-6%[76.3 µM]
CCOC(=O)C1CCN(CC(=O)Nc2ccc(S(=O)(=O)N3CCC(C)CC3)cc2)CC1	-2%
Cc1ccc(C(=O)N/C(=C\c2ccco2)C(=O)NCCN2CCOCC2)cc1	2%
O=C(N/C(=C\c1cccc(Br)c1)C(=O)N1CCOCC1)c1ccco1	8%
Cc1ccc2[nH]c(CSc3ccccc3)cc(=O)c2c1	3%
NC(=O)C1CCN(CC(=O)Nc2nccs2)CC1	15%[76.3 µM]
Cc1ccc(C)c(CN2C(=O)c3ccccc3S(=O)c3ccc(C(=O)N4CCOCC4)cc32)c1 (stereo not given)	-10%[76.3 µM]
Cc1c2cnn(-c3ccccc3)c(=O)c2c(C)n1CC(=O)N1CCN(c2ccc(F)cc2)CC1	13%[76.3 µM]
CCOC(=O)Cc1ccc(NC(=O)Nc2cc3c(cc2N2CCCCC2)n(C)c(=O)n3C)cc1	6%[76.3 µM]
COc1ccc(Cl)cc1C(=O)O/N=C(\N)c1ccccn1	8%[76.3 µM]
CCOC(=O)c1c(C)oc2ncnc(N3CCN(c4ccc(C)cc4C)CC3)c12	7%[76.3 µM]
COc1ccc(CCNC(=O)C(=O)NCC2OCCN2S(=O)(=O)c2ccc(OC)cc2)cc1 (stereo not given)	-3%[76.3 µM]

(further entries)
SMILES	GAA glycogen mod
COc1ccc(NC(=O)CN2C(=O)/C(=C3\SC(=S)N(CCC(=O)O)C3=O)c3ccccc32)cc1	4%[76.3 µM]
O=C1OC(c2ccc(Cl)cc2)=C/C1=C/c1cccnc1	1%
Cc1ccc(CC(=O)Nc2ccc(S(=O)(=O)Nc3ncccn3)cc2)cc1	4%[76.3 µM]
COc1cccc(NC(=O)C2CCC(CNC(=O)[C@@H]3Cc4ccccc4CN3)CC2)c1 (stereo not given in full)	0%[76.3 µM]
CCc1ccc(NC(=O)CN2C(=O)C(c3ccccc3)=NC23CCCCCC3)cc1	3%[76.3 µM]
CCc1nnc(SC(CC)C(=O)Nc2ccc(OC)c(Cl)c2)c2cc3occc3n12 (stereo not given)	-6%[76.3 µM]
O=C(Nc1ccnn1C1CCN(C/C=C/c2ccccc2)CC1)c1cccc(F)c1	-4%[76.3 µM]
Cc1ccccc1C(=O)N1CCN(c2ccc(NC(=O)c3cccs3)cc2)CC1	-1%[76.3 µM]
COc1ccc(CNC(=S)Nc2cccc(OC)c2)cc1	-10%[76.3 µM]
COC(=O)c1nc(NNC(=O)c2ccccc2)sc1-c1ccccc1	u
CCC(C)[C@H](N)C(=O)NC[C@H]1CC[C@H](C(=O)N[C@@H](Cc2ccccc2)C(=O)O)CC1 (stereo not given in full)	4%
COc1ccc(NS(=O)(=O)c2ccc3c(c2)CCCN3C(C)=O)cc1	-6%[76.3 µM]
Cc1cccc(-c2noc(-c3ccc(NCc4ccccc4)c([N+](=O)[O-])c3)n2)c1	1%[76.3 µM]
COc1ccc(CCNC(=O)CCCCCn2c(=O)[nH]c3cc(OC)c(OC)cc3c2=O)cc1OC	-3%[76.3 µM]
COc1ccccc1CNC(=O)c1ccncc1	-2%[76.3 µM]
Cc1ccc(OCC(=O)N(Cc2ccco2)Cc2ccc(C)o2)cc1	-1%[76.3 µM]
COc1ccc(CC(=O)N/N=C/c2cc(Br)cs2)cc1OC	12%[76.3 µM]
CCOc1ccc(CCNC(=O)CCCc2cc(-c3ccc(OCC)cc3)on2)cc1	7%[76.3 µM]
O=C1COc2ccccc2N1Cc1ccc(Cl)cc1	0%[76.3 µM]
COCC1CCCN(C(=O)c2ccc3nc(Cc4cccc(Cl)c4)oc3c2)C1 (stereo not given)	-3%[76.3 µM]
CCN1c2ccccc2S(=O)(=O)c2ccccc21	-15%
CCn1c(=N)c(C(=O)NC2CCCCC2)cc2c(=O)n3cccc(C)c3nc21	-17%[76.3 µM]
CCC(Oc1ccccc1)C(=O)NCCCN1CCOCC1 (stereo not given)	3%[76.3 µM]
Cc1cc(-c2ccccc2)nc(N/N=C/c2ccc(O)cc2O)n1	u
Cc1ccc(-c2noc(CCCC(=O)NCC3CCCO3)n2)cc1 (stereo not given)	7%

Next results follow:
SMILES	GAA glycogen mod
O=C(NCCc1ccccn1)c1nc(Cn2cc(Br)cn2)no1	2%
CC(Oc1ccc(F)cc1)C(=O)Nc1cccc(-c2nn[nH]n2)c1 (stereo not given)	-2%[76.3 µM]
CCCNC(=O)[C@H]1N2C(=O)c3c(ccc(OC)c3OC)C2SC1(C)C (stereo not given in full)	2%
CC(=O)Oc1ccccc1C(=O)N(C1CCCCC1)C1CCCCC1	-10%[76.3 µM]
Cc1ccc(C)c(C(=O)C(C)OC(=O)CN2C(=O)NC3(CC(C)CC(C)(C)C3)C2=O)c1 (stereo not given)	-1%[76.3 µM]
C[C@@H](C(=O)NCCc1ccc(F)cc1)N1C(=O)N2CCc3c([nH]c4ccccc34)[C@@]2(C)C1=O	-8%[76.3 µM]
Cc1ccc(NC(=O)CSc2c3c(nc4ccccc24)CCCC3)cc1F	6%[76.3 µM]
Cn1c(=O)c2c(nc(SCC(=O)Nc3ccccc3F)n2Cc2ccccc2F)n(C)c1=O	-5%[76.3 µM]
CC(=O)N1CCc2c(sc3c2c(=O)n(-c2cc(Cl)ccc2C)c(=O)n3C)C1	10%[76.3 µM]
Cc1ccc(-c2nc3ncccc3o2)cc1NC(=O)C(C)C	-2%[76.3 µM]
CCN(CC)S(=O)(=O)c1ccc(C)c(NC(=O)CNCc2ccccc2OC)c1	-18%
CCOC(=O)[C@@H]1[C@H]2COc3ccc(Br)cc3[C@H]2N2C(=O)N(c3cccc(F)c3)C(=O)[C@]12C	-14%[76.3 µM]
CCOc1ccc(NC(=S)NC(=O)c2cccnc2)c([N+](=O)[O-])c1	-8%[76.3 µM]
Cc1ccc(NC(=O)CSc2nnc(NC(=O)C3CC3)s2)cc1C	3%
CCNC(=O)C1CCCN1S(=O)(=O)c1ccc2ccccc2c1 (stereo not given)	-3%[76.3 µM]
Cc1ccc(O)c(NC(=O)c2cc(C)no2)c1	-2%
Cc1ccc(NC(=O)C2CCCN2C(=O)NC2CCCCC2)cc1F (stereo not given)	-10%
COc1ccccc1-c1cc(C(=O)Nc2ccccc2C(F)(F)F)no1	9%[76.3 µM]
O=C(CSc1nnc(CNC(=O)c2ccccc2)n1-c1cccc(Cl)c1)Nc1ccccc1F	-1%[76.3 µM]
CCOC(=O)c1ccc(NS(=O)(=O)c2ccc3oc(=O)[nH]c3c2)cc1	4%
CCOc1ccc(-c2oc3ccccc3c(=O)c2O)cc1OCC	-4%[76.3 µM]
COc1ccc(CCn2c3c(c(=O)[nH]c2=O)C(NC(=O)c2ccccc2)(C(F)(F)F)C(=O)N3)cc1OC (stereo not given)	17%[76.3 µM]
N#Cc1c(-c2ccc(Cl)cc2)cc(-c2ccccc2)nc1SCC(=O)O	-6%[76.3 µM]
CCOc1ccc(S(=O)(=O)N2CCCC(C(=O)N3CCCC3)C2)cc1 (stereo not given)	0%[76.3 µM]
CC(OC(=O)c1nsc(Cl)c1Cl)C(=O)NCCc1ccccc1 (stereo not given)	3%
COc1ccccc1-c1nnc(C2CCN(S(=O)(=O)c3ccc(F)c(C)c3)CC2)o1	-7%[76.3 µM]
N#CCC(=O)N/N=C/c1ccc(N2N=C(c3ccccc3)CC2c2ccccc2)cc1 (stereo not given)	3%

Six of the compounds above, with bars between the fields:
SMILES | GAA glycogen mod
C/C(=N\NC(=O)CNC(=O)c1ccccc1F)c1ccco1 | 7%
Cc1cc(N)ccc1-c1cc2ccccc2oc1=O | -6%[76.3 µM]
O=C(COc1ccc(Cl)cc1)Nc1ccc2c(c1)C(=O)NC2=O | 1%[76.3 µM]
COc1ccnc(CN(C)C(=O)C2CCC(=O)N(CCN(C)C)C2)c1 (stereo not given) | -6%[76.3 µM]
Cc1cc(C)cc(N2CC(O)Cn3c2nc2c3c(=O)[nH]c(=O)n2C)c1 (stereo not given) | 0%
Cc1ccc(Sc2ncccc2C(=O)NCc2cc([N+](=O)[O-])ccc2O)cc1C | -1%[76.3 µM]

Source: PubChem BioAssay (National Center for Advancing Translational Sciences (NCATS))
